ELG1 DNA repair = blocks ELG1-dependent DNA repair in HEK293T cells. HEK293T ELG1-luciferase reporter, luminescence, 16 h; DNA damage induced by 5-fluorouridine. Potency, µM (doses to about 46.1 µM), inactives show at the top dose activity change, negative = inhibition, actives largely listed as inhibitors. 2.3% of 330,000 active. AID 504467; also: potency is read from the fitted curve at half-maximal effect; % is scaled to controls: 0 for no effect and ±100 for the full control effect; nearly all actives have a fitted effect of over 55% in size
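Cells (2,000 per well) received 5-fluorouridine plus test compound or DMSO and were incubated 16 hr at 37 °C, 5% CO2. Luciferase activity was read by luminescence 30 min after ONE-Glo addition; signal suppression marked inhibition of damage-induced ELG1 function.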
KCNH2 3.1 block = blocks the human KCNH2 3.1 channel isoform. U2OS KCNH2 3.1, thallium flux FluxOr; hits give low values. activity change, % (tested at about 1.8 µM). 0.95% of 340,000 active;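 active = maximum activity change below -70%; inconclusive = maximum activity change from -70% to -50%; inactive = maximum activity change above -50%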;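 also: thallium influx rate constant from kinetic fluorescence after stimulation buffer; % is scaled to controls: 0 for no effect and ±100 for the full control effect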
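U2OS cells transduced with KCNH2 3.1 mutant virus (1.77 x 10^8 /mL, 4 h), plated overnight at 37 C, loaded 45 min with FluxOr dye plus Red40 quencher. Thallium flux rate constant from kinetic reads after stimulation buffer, normalised to controls.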
A-T KAP1 phos = potential ataxia-telangiectasia treatment. […] A-T fibroblasts, KAP-1 phosphorylation AlphaLISA; neocarzinostatin DNA damage 30 min before lysis. Potency, µM (highest dose often 57.5 µM), for the others: top-dose activation, actives largely listed as activators. 0.19% of 320,000 active. AID 485349; also: potency is read from the fitted curve at half-maximal effect; % of control where 0% means no effect; nearly all actives have a fitted effect of over 45% in size
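ATM-like activity read as KAP-1 phosphorylation via AlphaLISA donor/acceptor antibody pairs after lysis and 6 hr at 25C. Cells were ATM-null patient fibroblasts ([…], hTERT), dosed 60 min, then exposed to the DSB inducer NCS for 30 min.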
Mito fusion act = inhibitors of mitochondrial division or activators of mitochondrial fusion; S. cerevisiae fusion-defective mutant growth rescue, CellTiterGlo 48 h; Potency, µM (titrated, usually from 46.1 µM), for the others: top-dose growth rescue (activation), actives largely listed as activators; 0.23% of 320,000 active; AID 485298;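 also: potency is read from the fitted curve at half-maximal effect; % of control where 0% means no effect; nearly all actives have a fitted effect of over 45% in size; temperature-sensitive fusion mutants such as fzo1-1 at 37 °C on non-fermentable ethanol glycerol medium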
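Temperature-sensitive fusion-defective S. cerevisiae (e.g. fzo1-1, mgm1-5) were grown with compound in YPEG medium (3% ethanol, 3% glycerol) for 48 hours at 37C. Growth rescue was measured as viability by CellTiterGlo luminescence after 10 minutes at ambient.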
USP2a inh = inhibitors of human ubiquitin-specific protease USP2a; O75604; USP2 core, Ub-CHOP2 coupled fluorogenic reporter, 485/531; Potency, µM (doses to about 38.3 µM), for the others: at the top dose activity change, negative = inhibition, usual class: inhibitors; 0.01% of 330,000 active; AID 463254;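 also: potency is read from the fitted curve at half-maximal effect; plate controls were DMSO wells for no effect and full inhibition by NEM control for full effect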
Target sequence (O75604 whole entry, looked up): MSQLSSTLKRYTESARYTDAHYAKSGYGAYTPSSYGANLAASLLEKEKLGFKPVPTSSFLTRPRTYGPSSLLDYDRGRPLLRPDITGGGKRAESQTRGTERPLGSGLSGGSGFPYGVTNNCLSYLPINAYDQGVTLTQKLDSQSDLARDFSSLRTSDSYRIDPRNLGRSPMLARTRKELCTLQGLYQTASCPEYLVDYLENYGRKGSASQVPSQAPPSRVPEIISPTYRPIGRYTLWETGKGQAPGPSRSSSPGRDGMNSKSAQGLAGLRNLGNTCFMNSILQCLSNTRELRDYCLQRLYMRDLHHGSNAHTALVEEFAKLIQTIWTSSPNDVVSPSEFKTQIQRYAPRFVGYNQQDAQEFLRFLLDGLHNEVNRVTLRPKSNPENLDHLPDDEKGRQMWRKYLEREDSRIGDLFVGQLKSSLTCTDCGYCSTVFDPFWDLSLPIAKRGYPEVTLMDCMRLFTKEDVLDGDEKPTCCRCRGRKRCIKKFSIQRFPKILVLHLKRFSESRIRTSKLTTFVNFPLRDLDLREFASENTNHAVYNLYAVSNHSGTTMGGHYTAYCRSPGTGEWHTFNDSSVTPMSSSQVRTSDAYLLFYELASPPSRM
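Cell-free coupled assay: 10nM USP2 core preincubated 30min RT with compound in Tris-HCl pH 8.0/CaCl2/CHAPS buffer, then 25nM Ub-CHOP2 and 25nM reporter substrate; fluorescence (Ex 485/Em 531) read after 60min RT, normalized to NEM inhibition, concentration-response curves fitted.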
TCR activator = activates T cell receptor signaling; primary human leukocytes, anti-CD3, IL-2 HTRF, 48 h; Potency, µM (top dose mostly 9.22 µM), for inactives: top-dose activation of IL-2 secretion, actives largely listed as activators; 330,000 tested, under 10 active; also: % of control where 0% means no effect
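IL-2 release read by HTRF sandwich (Eu cryptate donor, d2 acceptor, 665 nm emission) after 48 hr exposure of primary human leukocytes to compound together with anti-CD3 beads in the absence of co-stimulatory signals.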
KCNH2 WT inh = KCNH2 (human, wildtype) channel inhibition; activity change, % at 1.84 µM; 0.37% of 340,000 active; U2OS, BacMam KCNH2, thallium flux FluxOr; hits give low values; AID 720551; Q12809;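 active = maximum activity change below -70%; inconclusive = maximum activity change between -70% and -50%; inactive = maximum activity change above -50%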; also: % is scaled to controls: 0 for no effect and ±100 for the full control effect
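U2OS cells transduced with wild-type KCNH2 virus are loaded with FluxOr dye for 45 min, and thallium flux is measured in kinetic reads before and after stimulation buffer. Rate constants are normalized to DMSO controls.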
TSHR antag = blocks TSH signaling through the human TSH receptor; TSHR-expressing cells, TSH-stimulated cAMP HTRF, 2 h; hits give low values; activity change, negative = inhibition, % at 11.5 µM; P16473; 0.2% of 330,000 active; AID 504810;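 active = activity change below a set negative limit, meaning inhibition stronger than a set level, cut at about -70% in these data; inconclusive = activity change between two set negative limits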; also: % is scaled to controls: 0 for no effect and ±100 for the full control effect
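Read-out is FRET at 665 nm (cryptate excitation 337 nm) from a cryptate-tagged anti-cAMP antibody, competed by cell cAMP against cAMP-d2. Compounds are tested on freshly harvested TSHR cells challenged with 4nM TSH (EC80) for 2 hours at 37 deg C.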
Eya2 phos inh = inhibitors of human Eya2 phosphatase activity; recombinant Eya2, OMFP fluorescence dephosphorylation (OMFP is methylfluorescein phosphate); Potency, µM (top dose mostly 76.9 µM), without a hit: at the highest dose activity, negative = inhibition, most hits filed as inhibitors; 0.006% of 330,000 active; also: potency is read from the fitted curve at half-maximal effect; % is scaled to controls: 0 for no effect and ±100 for the full control effect
Target sequence (O00167 whole entry, looked up): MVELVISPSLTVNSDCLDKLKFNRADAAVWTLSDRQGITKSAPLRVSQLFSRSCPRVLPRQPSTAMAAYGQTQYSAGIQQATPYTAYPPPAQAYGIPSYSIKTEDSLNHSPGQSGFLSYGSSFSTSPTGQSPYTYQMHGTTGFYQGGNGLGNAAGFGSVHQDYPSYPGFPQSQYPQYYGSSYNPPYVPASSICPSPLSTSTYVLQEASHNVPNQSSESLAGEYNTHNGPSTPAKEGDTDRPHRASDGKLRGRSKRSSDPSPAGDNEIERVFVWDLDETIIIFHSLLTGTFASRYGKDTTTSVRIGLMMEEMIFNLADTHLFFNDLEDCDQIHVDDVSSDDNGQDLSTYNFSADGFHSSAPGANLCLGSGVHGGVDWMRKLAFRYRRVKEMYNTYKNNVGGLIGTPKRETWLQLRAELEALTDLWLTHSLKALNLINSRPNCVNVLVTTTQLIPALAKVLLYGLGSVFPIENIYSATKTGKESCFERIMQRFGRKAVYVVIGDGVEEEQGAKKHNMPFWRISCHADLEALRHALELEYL
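Eya2 protein (added as 0.2 uM solution) was preincubated with compound for 10 min at ambient temperature in 50 mM HEPES pH 7.5, 50 mM NaCl, 5 uM MgCl2, 0.05% BSA, 1 mM DTT. OMFP (added at 50 uM) then reacted 10 min; fluorescence read at 485/525 nm.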
TRPV1 agonist = agonists of human vanilloid receptor 1 (TRPV1); Q8NER1; TRPV1-expressing cells, Fluo-8 calcium influx, agonist mode; activation, % at 8.33 µM; 0.19% of 320,000 active; in the data active = activation above about 80%; inconclusive = between about 30% and that limit; also: 0% is about no effect
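Cells expressing TRPV1 were dye-loaded with Fluo-8 and read kinetically: 10 s baseline, 3 min after compound (agonist portion), then 2 min after EC20 capsaicin (allosteric enhancer portion). Calcium-bound dye fluorescence at 480/520 nm.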
Starred values were filed as active, the others as inactive; u = inconclusive; x = no result given; [ ] = another dose, or the depositor's remark. Unless noted, calls follow the shape of the dose curve; as a rule, active = well fitted curve in the direction sought with a large enough effect; inconclusive = small, poorly fitted or top-dose-only effect, or another doubt; inactive = no such curve, though single readings can be large; an effect the other way counts as inactive or inconclusive. An excerpt; rates above refer to the full screens.

SMILES	ELG1 DNA repair	KCNH2 3.1 block	A-T KAP1 phos	Mito fusion act	USP2a inh	TCR activator	KCNH2 WT inh	TSHR antag	Eya2 phos inh	TRPV1 agonist
Cc1ccc(C(=O)N(Cc2cccs2)C2CCS(=O)(=O)C2)cc1 (stereo not drawn)	16%	33	15%	0%	4%	-1%	-1	-2	-17%	-2
O=C(COC(=O)c1ccc(N2CCCC2=O)cc1)Nc1ccccc1	20%	4	7%	6%	2%	1%	2	0	11%	0
CCCC(O)(CCC)C(=O)NNc1ccc(C)cc1	4%	6	-1%	-3%	1%	-5%	-1	8	-2%	6
O=[N+]([O-])c1ccc(-c2nc(NCC3CCCO3)c3ccccc3n2)cc1 (stereo not drawn)	8.2µM*	-2	19%	2%	3%	4%	-3	11	6%	u
COc1cc(-c2nn3c(Cc4ccccc4)nnc3s2)cc(OC)c1OC	-23%	-4	2%	17%	0%	-6%	0	-1	-4%	6
O=C(NCC1CCCO1)/C(=C\c1cccc([N+](=O)[O-])c1)NC(=O)c1ccccc1 (stereo not drawn)	25%	6	-2%	-2%	4%	4%	-2	26	-2%	3
O=[N+]([O-])c1c(Nc2ccccc2O)ccc2nonc12	-22%	4	2%	13%	0%	6%	-7	-13	8%	-3
Fc1ccccc1NC(=S)NC1CCCC1	-11%	10	5%	-10%	1%	x	2	8	-9%	3
CCOC(=O)Nc1ccc2c(c1)N(C(=O)CCN(CC)CC)c1ccccc1S2=O (stereo not drawn)	-3%	4	0%	-9%	2%	-2%	19	-8	6%	-4
CN(C(=O)CC1C(=O)NCCN1Cc1ccc2ccccc2c1)C1CCOCC1 (stereo not drawn)	12%	-6	-2%	-1%	-12%	-6%	0	8	3%	1
CC1(C)CC(=O)C2=C(C1)Nc1ccccc1NC2c1ccccn1 (stereo not drawn)	-30%	10	22%	3%	-4%	4%	2	18	5%	1
CC(C)(C)c1ccc(NC(=O)N2CCCN(c3c(Cl)cncc3Cl)CC2)cc1	u	8	0%	-2%	-1%	7%	-5	-13	u	10
Clc1ccccc1/C=C/c1nc(-c2cccnc2)no1	u	23	10%	5%	-3%	-28%	-3	-4	-8%	1
COC(=O)/C=C1\C(=O)N(c2nc3ccc(OC)cc3s2)C(=S)N1c1ccc(F)cc1	u	x	-1%	0%	2%	x	x	-13	-13%	-1
CCOc1cccc(C(=O)Nc2ccc3[nH]ncc3c2)c1	u	-24	-1%	-2%	-1%	1%	2	-3	3%	u

At a glance, some entries already given.
SMILES	ELG1 DNA repair	KCNH2 3.1 block	A-T KAP1 phos	Mito fusion act	USP2a inh	TCR activator	KCNH2 WT inh	TSHR antag	Eya2 phos inh	TRPV1 agonist
CC1(C)CC(=O)C2=C(C1)Nc1ccccc1NC2c1ccccn1 (stereo not drawn)	-30%	10	22%	3%	-4%	4%	2	18	5%	1
CC(C)(C)c1ccc(NC(=O)N2CCCN(c3c(Cl)cncc3Cl)CC2)cc1	u	8	0%	-2%	-1%	7%	-5	-13	u	10
Clc1ccccc1/C=C/c1nc(-c2cccnc2)no1	u	23	10%	5%	-3%	-28%	-3	-4	-8%	1

Later entries:
SMILES	ELG1 DNA repair	KCNH2 3.1 block	A-T KAP1 phos	Mito fusion act	USP2a inh	TCR activator	KCNH2 WT inh	TSHR antag	Eya2 phos inh	TRPV1 agonist
O=C(NCc1ccccc1)N[C@@H](Cc1ccccc1)C(=O)O	3%	13	7%	-6%	0%	3%	1	16	0%	-5
Cn1nc(C(=O)Nc2nc3ccccc3[nH]2)ccc1=O	u	x	-3%	8%	5%	1%	-10	-3	-6%	0
COc1ccc(Oc2nnc(C)c3ccccc23)cc1	u	16	1%	5%	5%	-2%	9	2	7%	13
CCOc1ccc(C2CC(c3cccc(OC)c3)Nc3nc(N)nn32)cc1 (stereo not drawn)	9%	4	7%	1%	-9%	1%	4	-6	-24%	0
O=C(CCCCCNC(=O)c1ccccc1)N/N=C/c1ccccc1	u	11	5%	-1%	4%	1%[46.1 µM]	-7	1	0%	2
COc1ccc(CCNC(=O)C2CCN(c3nn4c(=O)cc(C)nc4s3)CC2)cc1OC	1%	0	0%	-2%	1%	-2%	0	0	-1%	-7
Cc1ccc(S(=O)(=O)N(C)c2ccc(C(=O)Nc3cccc(C)n3)cc2)cc1	-20%	x	1%	2%	-1%	-48%	1	-12	-2%	5
CC(C)C(=O)Nc1cc2c3c(c1)CCN3C(=O)CC2	u	-6	9%	0%	1%	0%	17	5	u	0
CC(C)[C@@H]1NC(=O)c2cc([N+](=O)[O-])cc(I)c2NCCC[C@@H](C(=O)NC(CC(=O)O)C(N)=O)NC(=O)[C@H](CO)NC1=O (stereo partly drawn)	5%	-3	-3%	0%	-1%	1%	4	-1	3%	-1
Cc1noc(C)c1C(=O)Nc1ccccc1-c1ccccc1	2%	4	8%	6%	2%	-10%	9	3	-31%	-1
Cc1ccc(C(=O)OC(C)C(=O)NC2CCCCC2C)cc1S(=O)(=O)N1CCOCC1 (stereo not drawn)	-13%	6	3%	2%	1%	-1%	-5	1	5%	6
COc1cccc(-c2cc(C(=O)N/N=C/c3ccco3)c3ccccc3n2)c1	2%	7	0%	-2%	0%	x	3	13	0%	-3
Cc1nn(Cc2ccccc2)c(C)c1NC(=O)c1noc2c1CCc1ccccc1-2	u	5	0%	6%	-15%	7%	5	-44	6%	8
Cc1sc2nc(CSCC(=O)Nc3cc(F)ccc3F)[nH]c(=O)c2c1C	1%	3	8%	-3%	3%	1%	-13	-3	3%	8
CCCc1nn2c(=O)cc(CSCC(=O)Nc3ccc(OC)cc3)nc2s1	u	2	-7%	-13%	0%	-2%	-8	13	8%	4
CCc1ccc(/C=N/n2c(C3CCCCC3)n[nH]c2=S)cc1	-2%	7	0%	-3%	-2%	2%	-5	-7	-7%	15
Cc1ccccc1-n1c(=O)cc(N2CCC3(CC2)OCCO3)[nH]c1=O	13%	22	0%	-2%	3%	4%[46.1 µM]	5	1	-23%	-1
CC(NC(=O)C1CCN(S(=O)(=O)N2CCCCCC2)CC1)c1ccccc1 (stereo not drawn)	u	-2	0%	1%	0%	-3%	-5	2	-10%	-5
Cn1c(=O)c(C(=O)COC(=O)c2cc(-c3ccco3)nc3ccccc23)c(N)n(CC2CC2)c1=O	6.5µM*	x	-5%	-3%	-2%	x	x	-12	12%	-2
CCCc1nc2ccccc2c(=O)n1CCc1ccccc1	-22%	-4	11%	8%	1%	28%	2	-7	6%	u
COc1ccc(C(=O)Nc2nnc(C)s2)cc1S(=O)(=O)N1CCOCC1	u	9	1%	0%	3%	5%	1	27	-13%	-4
O=C(Nc1nc2ccccc2[nH]1)c1ccc(Cl)cc1	u	1	-3%	16%	1%	2%	-5	-4	7%	16
CC(=O)OCC(=O)C1CCC2C3CC=C4CC(O)CCC4(C)C3CCC12C (stereo not drawn)	17%	-6	-10%	3.2µM*	2%	-3%	-10	-5	9%	1
CCc1ccc2c(CN3CCc4ccccc43)cc(=O)oc2c1	u	-33	9%	16%	-1%	-10%	2	-15	0%	10
CC1CCCN(C(=O)COC(=O)COc2ccc(C#N)cc2)C1 (stereo not drawn)	16%	6	-2%	x	0%	x	8	-13	-1%	x
O=C(c1c(F)cccc1F)N1CCN=C1SCc1ccccc1	-4%	6	8%	2%	1%	2%	2	-13	2%	23
Cn1c(C23CC4CC(CC(C4)C2)C3)n[nH]c1=S	-7%	4	2%	1%	0%	-1%[46.1 µM]	-7	-11	-15%	-1
CCCCn1c(SCC(N)=O)nnc1-c1ccco1	0%	1	-6%	-2%	1%	7%	8	-7	-2%	-2
COc1cc(C(=O)Nc2ccccc2-c2nnn(CC(N)=O)n2)cc(OC)c1OC	-5%	-33	2%	-4%	1%	-4%	25	4	-3%	0
O=[N+]([O-])/C(C(=C(Cl)Cl)N1CCN(Cc2ccccc2)CC1)=C1\NCCN1Cc1ccc(Cl)nc1	4%	23	-3%	0%	1%	-2%	-5	9	-3%	1
NC(=O)Cn1nc(C(F)(F)F)c2c1CCCC2	u	-23	3%	-6%	3%	3%	-6	-4	-5%	2
CC(NC(=O)Nc1ccccc1)c1ccccc1 (stereo not drawn)	-5%	-12	1%	-1%	4%	0%	-11	1	-1%	u
CC1CCc2c(sc3c2C2=NS(=O)(=O)CCN2C=N3)C1 (stereo not drawn)	1%	8	-7%	-1%	1%	7%	-3	8	4%	-6
COc1ccc(NC(=S)N2CCN(Cc3ccc(C)cc3)CC2)cc1	u	-23	0%	-5%	3%	-6%	9	6	u	0
Cn1cc(CNC(=O)Nc2ccc3c(c2)OCO3)cn1	u	7	-1%	-1%	0%	-3%	4	4	-6%	0
O=C(NCCOc1ccccc1)c1cc([N+](=O)[O-])ccc1N1CCOCC1	u	-1	-2%	-2%	4%	0%	-1	24	0%	4

From PubChem BioAssay
